Abeta rescue = qHTS for compounds that reverse cellular toxicity of Amyloid beta (A-beta) peptide in yeast: Primary Screen | yeast expressing A-beta42, growth rescue, OD600, 48 h; response scale: 0% DMSO, 100% iron-clioquinol control | Potency, µM (top dose mostly 46.1 µM), inactives show at the top dose growth rescue, usual class: activators | 410,000 compounds, 0.063% hits | AID 1347071, 2019; also: potency is read from the fitted curve at half-maximal effect; nearly all actives have a fitted effect of over 55% in size
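Growth rescue measured by 600 nm absorbance after 48 h yeast culture at 30 C with compound. Values normalized between DMSO and an equimolar ferric chloride plus clioquinol control.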
WRN inhibitor = qHTS for Inhibitors of WRN Helicase; 360,000 compounds, 0.46% hits; AID 651768, 2012; Potency, µM (titrated, usually from 114 µM), inactives show top-dose activity change, negative = inhibition, actives largely listed as inhibitors; WRN helicase unwinding, fluorescent forked duplex, kinetic; Bifunctional 3'-5' exonuclease/ATP-dependent helicase WRN (Homo sapiens), Q14191; also: potency is read from the fitted curve at half-maximal effect; % is scaled to controls: 0 for no effect and ±100 for the full control effect; nearly all actives have a fitted effect of over 55% in size
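WRN at 20 nM final was preincubated with compound for 15 min at room temperature; reaction started with 100 nM forked duplex oligonucleotide carrying fluorophore and quencher plus 2 mM ATP (final). Unwinding followed kinetically by red fluorescence (ex 525/em 598 nm).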
PI5P4Ka inh = qHTS for Inhibitors of phosphatidylinositol 5-phosphate 4-kinase (PI5P4K); AID 652105, 2013; PI5P4Kalpha enzyme, ADP-Glo luminescence, 60 min; hits give low values; max response, %; Phosphatidylinositol 5-phosphate 4-kinase type-2 alpha (Homo sapiens), P48426; 330,000 compounds, 1.2% hits; active = max response of -50% or lower; inconclusive = between -30% and -50%; inactive = -30% or higher; also: value at the top dose of about 77 µM; % is scaled to controls: 0 for no effect and ±100 for the full control effect
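Single end-point luminescence (ADP-Glo) quantified ADP from PI5P4Kalpha turnover; ATP 5 microM final, 1 h at RT, 0.1% CHAPS and 0.28 mM EGTA in HEPES pH 7.4.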
EPAC1 antagonist = qHTS for Antagonist of cAMP-regulated guanine nucleotide exchange factor 3 (EPAC1): primary screen | Rap guanine nucleotide exchange factor 3 (Homo sapiens), O95398 | EPAC1 GEF assay, Rap1b-BODIPY-GDP exchange fluorescence | Potency, µM (doses to about 115 µM), for the others: at the highest dose activity change, negative = inhibition, hits mostly inhibitors | 360,000 compounds, 0.14% hits | AID 720709, 2013;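 also: potency is read from the fitted curve at half-maximal effect; plate controls were vehicle for no effect and positive control for full effect; nearly all actives have a fitted effect of over 50% in size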
Target sequence (O95398 whole entry, looked up): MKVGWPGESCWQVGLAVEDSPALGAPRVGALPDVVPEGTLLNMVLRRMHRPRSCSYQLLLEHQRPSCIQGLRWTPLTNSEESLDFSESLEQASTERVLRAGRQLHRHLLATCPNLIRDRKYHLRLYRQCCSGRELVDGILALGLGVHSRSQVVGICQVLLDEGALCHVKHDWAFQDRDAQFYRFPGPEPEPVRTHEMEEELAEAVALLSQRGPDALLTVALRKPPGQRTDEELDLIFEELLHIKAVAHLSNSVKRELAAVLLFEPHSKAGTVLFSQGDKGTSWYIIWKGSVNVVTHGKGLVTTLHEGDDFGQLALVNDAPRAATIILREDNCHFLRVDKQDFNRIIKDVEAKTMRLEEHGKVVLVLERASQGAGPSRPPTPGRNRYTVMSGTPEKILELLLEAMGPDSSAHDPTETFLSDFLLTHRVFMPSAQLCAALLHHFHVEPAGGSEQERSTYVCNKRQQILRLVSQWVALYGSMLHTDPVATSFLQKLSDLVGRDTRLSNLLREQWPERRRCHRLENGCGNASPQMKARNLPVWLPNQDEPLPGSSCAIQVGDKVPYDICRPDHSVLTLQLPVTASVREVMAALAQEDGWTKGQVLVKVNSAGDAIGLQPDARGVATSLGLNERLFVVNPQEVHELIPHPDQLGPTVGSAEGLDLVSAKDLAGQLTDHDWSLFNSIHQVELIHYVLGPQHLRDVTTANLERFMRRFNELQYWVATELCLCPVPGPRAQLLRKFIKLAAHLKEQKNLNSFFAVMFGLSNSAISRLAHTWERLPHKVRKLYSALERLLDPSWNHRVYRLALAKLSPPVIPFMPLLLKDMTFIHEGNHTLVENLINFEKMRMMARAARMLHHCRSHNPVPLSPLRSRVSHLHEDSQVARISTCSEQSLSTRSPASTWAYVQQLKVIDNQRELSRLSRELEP
PLK1 PBD block = qHTS for Inhibitors of PLK1-PDB (polo-like kinase 1 - polo-box domain): Primary Screen | Plk1 PBD binding of FITC phosphopeptide, fluorescence polarization | 360,000 compounds, 2.8% hits | Serine/threonine-protein kinase PLK1 (Homo sapiens), P53350 | Potency, µM, for inactives: max response, negative = inhibition, actives largely listed as inhibitors; also: potency is read from the fitted curve at half-maximal effect; series mostly up to about 57 µM; % is scaled to controls: 0 for no effect and ±100 for the full control effect; nearly all actives have a fitted effect of over 65% in size
FUS suppressor = qHTS for Suppressors of FUS Proteinopathy: Primary screen using FUS-linked yeast assay; S. cerevisiae FUS-expressing, growth rescue, OD600, 24 h; Potency, µM (highest dose often 76.6 µM), inactives show top-dose growth rescue (activation), most hits filed as activators; 390,000 compounds, 0.24% hits; AID 1347120, 2019;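 also: potency is read from the fitted curve at half-maximal effect; plate controls were DMSO vehicle for no effect and reference control for full effect; nearly all actives have a fitted effect of over 55% in size; some results filed as inactive show a strong effect at the top dose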
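Cultures pregrown in 2.5% raffinose medium are shifted to minimal medium containing 2% galactose to express toxic FUS. Compounds are tested at several concentrations. After 24hr at 30C, growth is quantified at 600 nm absorbance.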
EPAC1 agonist = qHTS for Agonist of cAMP-regulated guanine nucleotide exchange factor 3 (EPAC1): primary screen; Rap guanine nucleotide exchange factor 3 (Homo sapiens), O95398; EPAC1 agonist qHTS, biochemical assay; response scale: 100% = response to 6.5 mM cAMP; Potency, µM (series often up to 154 µM), without a hit: top-dose activation, hits mostly activators; 360,000 compounds, 0.073% hits; also: potency is read from the fitted curve at half-maximal effect; nearly all actives have a fitted effect of over 60% in size
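Compounds were pinned as a concentration titration into mixtures of EPAC1 (100 nM), BODIPY-GDP-loaded Rap1B (250 nM) and GDP (50 uM). After 5 min at room temperature, fluorescence was followed for 30 min; activity was scaled to 6.5 mM cAMP.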
IL2 activator = qHTS of IL-2 Activators. IL-2 activation reporter assay, cell-based qHTS; stimulated with anti-CD3/CD4/CD28 beads; in transgenic mouse T cells. activation, % (series mostly up to about 46 µM). 360,000 compounds, 0.065% hits. AID 652025, 2013; in the data active = activation above about 50%; inconclusive = mostly about 30% to 49%; also: 0% is about no effect
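Unstimulated transgenic mouse T cells preincubated 60 min with compound, then stimulated with anti-CD3/anti-CD4-coated beads plus anti-CD28 for 18 h at 37 degrees C. IL-2 response read as EGFP and DsRed fluorescence by plate cytometry.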
Numbers without * were called inactive; ? = inconclusive; . = not tested or not shown; [ ] = another dose, or the depositor's remark. Unless noted, calls follow the shape of the dose curve; as a rule, active = well fitted curve in the direction sought with a large enough effect; inconclusive = small, poorly fitted or top-dose-only effect, or another doubt; inactive = no such curve, though single readings can be large; an effect the other way counts as inactive or inconclusive.

SMILES	Abeta rescue	WRN inhibitor	PI5P4Ka inh	EPAC1 antagonist	PLK1 PBD block	FUS suppressor	EPAC1 agonist	IL2 activator
CCCCNC(=S)Nc1ccc2nc3n(c(=O)c2c1)CCCCC3	-7.8%	2.6%	-1.2	11.9%	-14.8%	6.3%	5.2%	0.0
O=C(c1ccc(F)cc1F)N1CCN(c2ncccn2)CC1	-8.1%	4.0%	7.7	10.9%	-4.2%	15.6%	-3.2%	1.2
CC(=O)Nc1nc(CCC(C)C)cc2c1c(=O)oc1ccccc12	-4.3%	-3.1%	1.7	-4.0%	-28.1%	-11.2%	-2.9%	-0.4
CCOC(=O)NC(c1cccc(Cl)c1)C1CCCCCC1=O (stereo unspecified)	13.1%	-0.6%	4.7	3.8%	-1.2%	5.1%	1.1%	2.2
CN(C)C1N(C(=O)c2ccccc2)N=C2c3ccccc3S(=O)(=O)N21 (stereo unspecified)	-1.6%	-0.4%	-0.7	7.0%	-6.3%	4.3%	13.5%	-0.5
CCc1nc(CNC(=O)c2cc(OC)c(OC)c(OC)c2)no1	5.4%	2.8%	-1.2	3.7%	-8.8%	-6.6%	10.1%	-1.1
CC(C)(C)n1nc2c(c1NC(=O)c1cc([N+](=O)[O-])ccc1Cl)CS(=O)(=O)C2	.	-3.2%	4.3	6.8%	-4.0%	-17.4%	-14.8%	5.0
O=C(NCCc1ccc(Cl)cc1)C1CCCN(c2ncnc3c2nc2n3CCCCC2)C1 (stereo unspecified)	-13.3%	-0.4%	-1.4	-10.9%	0.1%	2.7%	-7.1%	-2.3
CC(C)Nc1nc(Cl)nc(NN(C)c2nc(N(C)C)nc(N(C)C)n2)n1	7.5%	-0.5%	5.1	-20.9%	-14.8%	.	-8.0%	-0.4
CCN1C(=O)[C@H]2[C@@H](c3ccc(-c4ccc(OC)cc4)c(OC)c3)N3CCCC[C@@]3(C(=O)OC)[C@H]2C1=O	5.2%	-11.3%	8.4	-15.7%	-9.7%	47.3%	-10.1%	-0.3
COc1ccc(NC(=S)NCCc2c(C)[nH]c3ccc(OC)cc23)cc1	12.7%	-8.7%	-4.3	11.0%	2.1%	10.4%	4.8%	3.2
O=C(CCS(=O)(=O)Cc1ccccc1)Nc1nncs1	-1.9%	5.5%	2.9	0.5%	-16.1%	8.8%	4.8%	0.2
COc1cc(C(=O)NC2CCN(Cc3ccccc3)CC2)cc(Cl)c1OC	-10.0%	-2.6%	4.7	6.5%	-1.3%	-17.2%	3.8%	-0.1
COc1ccc(OC)c(CNC(=O)C2CCC(=O)N(CCCN3CCCC3=O)C2)c1 (stereo unspecified)	-1.9%	-7.9%	0.8	-20.2%	4.4%	.	0.0%	-1.4
O=C(Nc1ccccc1)Nc1cccc(-c2cn3cccnc3n2)c1	-6.8%	-7.7%	-9.0	-1.3%	-13.4%	4.7%	-3.1%	-0.1
COc1cc(/C=C2\NC(=S)N(C)C2=O)ccc1OCc1cccc(F)c1	-2.8%	-0.9%	-0.7	-17.8%	3.9%	-15.1%	-7.2%	13.9
CC(C)(C)NC(=O)c1cccc(NC(=O)c2cccc(O)c2)c1	-8.3%	-13.1%	.	17.3%	-9.8%	0.0%	13.0%	-0.5
CCOc1cc(C(=O)N=c2sccn2C)ccc1OC(F)F	-5.9%	-1.2%	-3.4	6.7%	-8.3%	10.4%	1.8%	-3.9
CCCN1CC=C2C(C#N)=C(N)C(C#N)(C#N)C(c3cccc(OC)c3OC)C2C1 (stereo unspecified)	-8.9%	-2.5%	-7.5	-7.7%	?	.	?	-0.5
COc1ccc(-n2ncc3c2CC(C)(C)CC3NC(=O)CCN2CCCC2=O)cc1 (stereo unspecified)	-10.9%	-3.4%	4.5	31.0%[activator]	-15.3%	15.9%	1.2%	-3.2
O=C1CCCC2=C1C(c1ccc(Br)cc1)c1c([nH]c(=S)[nH]c1=O)N2 (stereo unspecified)	-21.4%	-2.7%	-74.8*	10.2%	26.7µM*	?	1.3%	-3.0
O=C(c1ccc(F)cc1)N1CCN2C(=O)c3ccccc3C12c1ccccc1 (stereo unspecified)	-24.7%	-20.0%	-0.6	-3.6%	-6.0%	-14.0%	4.9%	-0.1
O=C(CSc1ncnc2c1nnn2-c1ccc(F)cc1)NCc1ccco1	-13.0%	-8.5%	-6.8	18.8%	-13.3%	34.8%	0.6%	-0.5
C/C(=N\N=C(c1ccccc1)c1ccccc1)c1cccs1	-5.6%	-5.0%[57.1 µM]	.	0.7%	1.6%	-1.3%	-1.4%	-0.5
O=C(COc1ccccc1)NCC(c1ccco1)N1CCN(c2ccc(F)cc2)CC1 (stereo unspecified)	-3.0%	-12.4%	4.5	-12.0%	-1.7%	4.5%	8.2%	0.3

Three entries already listed, ordered by the value under EPAC1 antagonist, descending.
Molecule	EPAC1 antagonist
CCCN1CC=C2C(C#N)=C(N)C(C#N)(C#N)C(c3cccc(OC)c3OC)C2C1 (stereo unspecified)	-7.7%
O=C(NCCc1ccc(Cl)cc1)C1CCCN(c2ncnc3c2nc2n3CCCCC2)C1 (stereo unspecified)	-10.9%
COc1cc(/C=C2\NC(=S)N(C)C2=O)ccc1OCc1cccc(F)c1	-17.8%

(next part)
SMILES	Abeta rescue	WRN inhibitor	PI5P4Ka inh	EPAC1 antagonist	PLK1 PBD block	FUS suppressor	EPAC1 agonist	IL2 activator
COc1ccc(C[C@H](C)NC[C@@H](O)c2ccc(O)c(NC=O)c2)cc1	-5.8%	6.8%	0.5	-17.1%	-1.5%	-35.6%	-21.3%	0.4
COc1cccc(CN2CCNC(=O)C2CC(=O)N(C)Cc2nc(C)cs2)c1OC (stereo unspecified)	6.5%	3.5%	-1.4	4.4%	-1.2%	.	-0.8%	3.5
O=c1c2ccccc2cnn1Cc1n[nH]c(=S)n1-c1ccccc1F	7.6%	-4.9%	-2.3	7.6%	0.5%	13.5%	4.3%	-0.3
CCn1c(SCC(=O)Nc2cccc(C(C)=O)c2)nnc1C(C)C	12.1%	-1.4%	1.4	-5.9%	-9.5%	6.6%	-1.0%	1.4
CC1CC(C)CN(S(=O)(=O)c2ccc3c(c2)NC(=O)C(C)C(=O)N3)C1 (stereo unspecified)	-4.4%	-1.0%	-5.4	10.2%	0.0%	4.8%	5.2%	-1.4
O=C(Nc1ccccc1)c1cc(C2CCCCN2C(=O)CCCc2ccccc2)on1 (stereo unspecified)	-17.3%	-4.7%	5.3	-1.3%	-1.6%	?	-8.2%	-0.6
Cc1ccc(S(=O)(=O)N(C)C)cc1NC(=O)COC(=O)c1ccc2c(c1)OCCO2	5.3%	-9.9%	-5.4	-3.1%	-3.7%	10.1%	-2.0%	1.4
O=C(Nc1ccc(Cl)cc1)c1csc([C@H]2C[C@H](O)[C@@H](CO)O2)n1	-12.7%	6.8%	1.2	17.3%	-10.3%	-18.8%	-13.2%	1.5
O=C1N/C(=C/c2cccn2-c2ccccc2)C(=O)N1Cc1ccc(F)cc1	-8.3%	4.4%	9.6	4.1%	-1.5%	21.5%	14.5%	5.6
COc1ccc2[nH]c(C(=O)O)c(NS(=O)(=O)c3ccc(C)c(C)c3)c2c1	12.1%	-8.5%	-2.7	-8.2%	-25.6%	-13.7%	-15.6%	-3.7
Cc1ccc(NC(=O)c2cc(S(=O)(=O)N(C)C)ccc2N2CCCC2)cc1F	3.5%	-12.5%	2.4	-17.5%	1.0%	.	10.0%	1.4
O=C(CCSCc1ccccc1Cl)NCc1ccco1	12.6%	-10.1%	0.6	-5.9%	-7.7%	12.4%	3.0%	0.4
CC(C)(C)c1ccc(-n2nc(C(N)=O)c(O)cc2=O)cc1	-10.3%	1.6%[57.1 µM]	-14.0	-33.3%	4.74µM*	-9.1%	-8.2%	1.1
COC(=O)CSc1c(-c2ccccc2)c2cc(Cl)ccc2[nH]c1=O	7.3%	-2.0%	-2.8	4.6%	-8.3%	1.1%	8.2%	1.8
CN(C)c1ccc2nsnc2c1[N+](=O)[O-]	-6.1%	18.0%	0.4	1.1%	2.1%	19.2%	-9.3%	-2.8
Cc1ccc(C2(C)NC(=O)N(CC(=O)NNC(=O)c3cc(C)oc3C)C2=O)cc1 (stereo unspecified)	6.5%	-34.1%	2.0	-2.9%	-8.1%	3.1%	-7.0%	1.1
C=CCNC(=S)/C(=C(/[O-])c1ccccc1Br)[n+]1ccccc1	-14.7%	3.0%	-6.1	23.6%	-15.5%	31.8%	-11.1%	-0.7
Cc1ccc(S(=O)(=O)NC(=NCC(=O)O)c2ccccc2)cc1	-15.3%	1.7%	-7.2	-16.5%	-6.1%	2.8%	-1.8%	0.2
O=c1c2ccccc2ccc2ccccc12	5.6%	2.3%	5.7	-2.5%	4.0%	13.0%	0.9%	0.1
Cc1ccc(OCCC(=O)OCC(=O)Nc2ccc(C)c(S(=O)(=O)N3CCOCC3)c2)cc1	8.6%	-5.1%	2.3	?	-2.5%	.	1.4%	-2.7
O=C(O)Cn1c(C(F)(F)F)nc2ccccc21	11.4%	2.8%	.	10.3%	-1.0%	-1.2%	1.1%	-1.9
COc1cccc(NC(=O)CN(C)C(=O)Cn2cnc3ccccc3c2=O)c1	4.5%	8.4%	-6.0	3.0%	-6.8%	2.3%	8.6%	-1.6
Cc1cccn2c(=O)c(C=O)c(Sc3ncccn3)nc12	-13.5%	-7.7%	-12.5	-6.8%	-27.0%	10.5%	3.3%	-3.8
O=C(NCc1ccccc1)c1cc(C2CCCN(C(=O)C3CCCCC3)C2)on1 (stereo unspecified)	-9.4%	6.4%	3.2	-3.6%	0.2%	10.2%	-2.2%	-1.0
Cc1cccc(C(=O)N2CCCC(N3CCN(c4cccc(Cl)c4)CC3)C2)n1 (stereo unspecified)	5.1%	-0.3%	1.7	3.6%	-5.5%	-0.3%	-0.8%	-1.2

High-throughput results from PubChem.
